human PMI inhibitors – human PMI inhibitors, high substrate, primary screen, biochemical, fluorescence intensity, high mannose 6-phosphate (AID 1220); inhibition, % at 20 µM, or IC50 in µM where a hit was titrated; recombinant PMI enzyme, coupled fluorescence intensity; higher % means a stronger effect; 0.66% of 190,000 active
PMI inhibitors – inhibitors of human PMI, primary screen, biochemical, fluorescence intensity, coupled assay (AID 1209). inhibition, % at 20 µM; hits with a dose series show IC50 in µM. 0.42% of 190,000 active. Mannose-6-phosphate isomerase (Homo sapiens). purified PMI enzyme, coupled fluorescence intensity; higher % means a stronger effect;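 also: plate controls were DMSO vehicle for no effect and wells lacking substrate for full effect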
Autophagy HCS – autophagy modulators in MEF cells, primary screen, imaging, high-content, MEF GFP-LC3; MEF GFP-LC3 puncta imaging; test concentration mostly 10 µM; calls only at 10 µM (by protocol); 0.98% of 190,000 active; AID 463193, 2010;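 active = percentage of spot-positive cells more than 3 SD above its plate mean, without a fluorescence outlier flag or 80% toxicity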;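 also: spot-positive cell cutoff set from DMSO-treated cells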
Yfh1-off respiration – enhancers of respiration in Yfh1-depleted yeast, dose response, Friedreich's ataxia, plus single-dose screen (AID 1465); S. cerevisiae Yfh1-off respiration, WST-1 reduction, 72 h; higher fold induction means a stronger effect; one-dose fold induction at 50 µM; EC50 in µM for titrated hits; 0.074% of 220,000 active;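 active = fold induction of absorbance versus untreated yeast above a set limit, then at least 30% activation at any dose in follow-up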;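 also: activators that raise dye reduction in frataxin-depleted yeast; strong numbers were not always called active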
Dynein cargo inh – inhibitors of GR-EGFP nuclear translocation, primary screen, dynein cargo transport inhibitor project, imaging, high-content, 3617.4 mouse cells | 0.47% of 220,000 active | test concentration mostly 20 µM; stimulated with dexamethasone, 1 µM; stronger effect = lower value | z-score, hits read low;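 active = plate z-score of nuclear minus cytoplasmic receptor signal below a set negative limit, without overly bright fluorescence or cell loss, cut at about -3.5 in these data, passing the limit was not always enough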;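 also: z-score of nuclear minus cytoplasmic ring GR-EGFP intensity difference per well; some compounds called inactive have numbers as strong as hits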
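Buffer or medium: Induction medium lacking tetracycline, stripped serum | Also added: Dexamethasone agonist, 1.0 µM final, for 30 min | Timing: 48 h induction, 1 h compound, 30 min dex at 37 °C | Detection: Formaldehyde fixation, Hoechst nuclear stain, 10x automated fluorescence imaging | Measure: Nuclear versus cytoplasmic GR-EGFP signal, averaged per well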
MT stabilizer – microtubule stabilizers in HeLa cells, primary screen, imaging, high-content imaging. HeLa tubulin immunostaining HCS, 24 h; share of cells brighter than vehicle mean+2SD. % tubulin-high responders, % at 10 µM. 0.83% of 200,000 active;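 active = plate Z-score above 3 for both tubulin-high and condensed-nucleus cell shares, with cell loss under 80%, at 10 µM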;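 also: anti alpha tubulin signal scored within the nucleus-defined area of each cell; some results filed as inactive read as strong as hits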
b-catenin transl – modulators of beta-catenin nuclear translocation, primary screen, imaging, HeLa cells, immunofluorescence, high-content. nuclear translocation activity, % at 5 µM. 0.3% of 190,000 active;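 active = nuclear translocation activity above 50% at 5 µM, with a well cell count of 50 or more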;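 also: per-cell ratio of nuclear to cytoplasmic median beta-catenin stain intensity; plate controls were DMSO negative control for no effect and GSK-3 inhibitor IX positive control for full effect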
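Assay system: human HeLa cells, native beta-catenin; doses: 5 µM primary, 0.02–20 µM confirmation; incubation: compound treatment 24 h, 37°C, 5% CO2; technique: fluorescence imaging of beta-catenin antibody stain plus DAPI; measure: % activation, nuclear-to-cytoplasmic median beta-catenin signal ratio per cell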
WT yeast gro inh – growth inhibition of WT strain, primary screen, mitochondrial fusion inhibitor project, WT and mutant strains, chemical genetic. mitochondrial fusion phenotypic screen. inhibition, % at 10 µM. 2.1% of 190,000 active. AID 1362, 2008; in the data active = inhibition above about 58%; tested in S. cerevisiae
Insulin prom up – insulin promoter activators in MIN6 cells, imaging, high-content screening, mouse beta cells; MIN6 insulin promoter-GFP reporter; stronger effect = higher value; z-score at 5 µM; 0.3% of 190,000 active;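 active = z-score above 3 at 5 µM with at least 500 cells counted in the well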
WT yeast gro inh mutant strain – also measured in WT yeast gro inh; calls as there; inhibition, %; mitochondrial fusion phenotypic screen, mutant strain inhibition
Dynein cargo inh cytoplasmic EGFP – further read-out of Dynein cargo inh, marked with its call; z-score; measured here: cytoplasmic GR-EGFP intensity; stronger effect = higher value
Dynein cargo inh nuclear GR-EGFP – second read-out of Dynein cargo inh, no call of its own (marks repeat the call); z-score; measured here: nuclear GR-EGFP intensity;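 lower value marks the stronger effect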
Dynein cargo inh cell count – recorded beside Dynein cargo inh, whose call it bears; z-score; measured here: cell count per field
Insulin prom up cell count – recorded beside Insulin prom up, whose call it bears; cell count; measured here: cytotoxicity, nuclei count;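 total cells summed across four imaged fields per well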
b-catenin transl cell count 5 µM – also measured in b-catenin transl; calls as there; cell count; measured here: cell count, cytotoxicity flag
MT stabilizer Hoechst-high % – second read-out of MT stabilizer, no call of its own (marks repeat the call); % Hoechst-high responders; measured here: nuclear condensation Hoechst responders;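 share of cells brighter than vehicle mean plus two SD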
MT stabilizer cytotoxicity % – second read-out of MT stabilizer, no call of its own (marks repeat the call); toxicity, %; measured here: cytotoxicity by cell density;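 0% = mean cell density of plate MIN control wells and 100% = no cells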
Autophagy HCS cell loss 18 h – second read-out of Autophagy HCS, no call of its own (marks repeat the call); toxicity, %; measured here: cell loss, nuclei count;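 cell loss after 18 h compound exposure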
The depositor's hits bear a star; i = inactive; . = not tested or not shown. Rule as the data show it, unless noted: active = inhibition above about 50%; inactive = the rest.

SMILES	human PMI inhibitors	PMI inhibitors	Autophagy HCS	Autophagy HCS cell loss 18 h	Yfh1-off respiration	Dynein cargo inh	Dynein cargo inh cytoplasmic EGFP	Dynein cargo inh nuclear GR-EGFP	Dynein cargo inh cell count	MT stabilizer	MT stabilizer Hoechst-high %	MT stabilizer cytotoxicity %	b-catenin transl	b-catenin transl cell count 5 µM	WT yeast gro inh	WT yeast gro inh mutant strain	Insulin prom up	Insulin prom up cell count
Cc1cc(OCC(=O)N(Cc2ccco2)C2CCS(=O)(=O)C2)cc(C)c1Cl (stereo unspecified)	.	.	.	.	i	-1.32	-0.218	-0.604	0.874	.	.	.	0.3	1344	.	.	-0.18	1169
CCC1Oc2ccc(C)cc2N(CC(=O)NCc2cccc(OC)c2)C1=O (stereo unspecified)	-4.8%	-16.5%	i	12.6	i	-0.0191	-0.197	-0.0427	0.19	2.3	2.6	3.8	.	.	28.5	6.9	.	.
O=C(N/N=C/c1cccs1)c1cc(-c2ccncc2)nc2ccccc12	-1.0%	0.1%	i	46.1	i	-0.257	-0.288	-0.442	0.629	5.1	27.5	50.3	61.2*	145*	-24.7	6.4	-0.09	612
Cc1nnc(SCC(=O)Nc2nc(-c3ccccc3)cs2)n1N	-11.0%	-6.9%	i	0.1	i	-0.376	-0.174	0.0628	-0.147	4.3	2.6	9.3	0.3	686	3.1	14.3	1.83	1080
Clc1cccc(-c2nn3c(-c4cccc(Cl)c4)nnc3s2)c1	-12.2%	-11.8%	.	.	.	.	.	.	.	.	.	.	0.5	1210	.	.	0.47	1094
COc1ccccc1NC(=O)C(=O)NCc1ccncc1	3.8%	12.1%	i	14.0	i	-0.191	-0.328	-0.478	0.566	3.5	3.0	6.5	-0.3	938	10.3	-3.4	-0.3	2248
CC(=O)N(CCC(c1ccccc1)c1ccco1)Cc1cccs1 (stereo unspecified)	-1.3%	5.6%	i	-9.9	i	-0.575	0.0915	0.459	0.0891	4.2	1.8	7.5	1.7	1240	4.0	0.1	0.36	1374
CC1Cc2ccccc2N1CC(=O)c1c(N)n(Cc2ccccc2)c(=O)n(C)c1=O (stereo unspecified)	19.7%	24.0%	i	13.8	i	-0.469	-0.141	-0.399	0.513	6.7	2.9	13.7	-2.6	1114	-8.3	3.4	0.22	1463
CCOCCCNC(=O)C(c1ccc(C)cc1)N(Cc1ccc2c(c1)OCO2)C(=O)CNC(C)=O (stereo unspecified)	-10.8%	-7.6%	i	1.1	i	0.244	-0.2	0.519	0.995	1.8	0.4	12.6	-2.1	1277	12.9	-1.9	-0.22	1215
CC(OC(=O)CN1C(=O)C2CCCCC2C1=O)C(=O)Nc1ncc(Cl)cc1Cl (stereo unspecified)	-8.5%	-4.3%	i	10.2	i	-0.644	-0.155	0.347	0.614	2.4	1.6	9.1	-2.0	1303	21.6	12.5	1.28	1588
Cn1c(=O)c2c(SCC(=O)N3CCCc4ccccc43)nc(C3CC3)nc2n(C)c1=O	16.0%	12.6%	i	-0.9	i	0.00325	0.207	0.369	0.0368	4.5	4.7	4.1	-0.7	1125	5.7	5.5	-0.22	1787
CCOC(=O)N1CCN(Cc2ccc(F)cc2F)CC1	-5.3%	-1.3%	i	-1.3	i	-0.85	-0.157	-1.11	-0.286	2.1	2.5	2.1	-0.9	1425	5.3	6.6	-0.95	1692
C=CCNCCCOc1ccc(C)cc1Br	1.6%	-2.4%	i	2.3	i	1.89	-0.321	1.64	-0.414	2.0	2.3	0.2	.	.	16.5	8.8	1.38	1201
COc1ccc(/C=C/C(=O)Nc2cccc(F)c2)cc1S(=O)(=O)N1CCOCC1	10.2%	12.5%	i	-10.4	i	-0.0144	-0.208	-0.353	0.337	2.1	1.1	7.0	1.9	1045	2.0	-9.4	-0.49	1619
Cc1cc(C)c2c(N)c(C(=O)N3CCc4ccccc4C3)sc2n1	-101.1%	-53.5%	i	-2.7	i	-0.337	-0.0835	-0.272	0.0401	2.9	2.7	6.2	-0.8	1096	2.3	-7.1	.	.
COc1ccc(CCNC(=O)C2Cc3ccccc3C(=O)O2)cc1 (stereo unspecified)	-6.2%	-9.7%	i	1.3	i	-1.08	-0.3	-0.583	0.456	3.4	3.6	4.3	1.4	1104	0.5	-0.3	0.68	1305
NC(N)=NS(=O)(=O)c1ccc(N/C=C\C(=O)c2ccncc2)cc1	7.7%	3.9%	i	4.8	i	0.517	-0.28	0.111	-0.369	2.7	2.0	5.9	-1.0	984	-13.5	5.6	.	.
COc1ccc(/C=C/C(=O)OCC(=O)Nc2ccc(Cl)c(S(=O)(=O)N(C)C)c2)cc1OC	10.9%	12.2%	i	-2.4	i	-1.07	-0.301	-0.948	1.47	2.3	2.9	13.8	-2.5	506	4.0	-18.2	0.52	1338
CC(NC(=O)c1ccc(F)cc1)C(c1cccs1)N1CCN(C)CC1 (stereo unspecified)	12.4%	10.3%	i	-4.2	i	-0.483	-0.189	0.0328	0.195	2.7	1.3	3.3	1.0	1080	-8.2	-9.3	.	.
CC(C)c1ccc(-c2nc(N3CCCCC3)[nH]c(=O)c2C#N)cc1	24.0%	-0.2%	i	4.3	i	0.0192	-0.267	0.367	0.152	1.1	2.4	18.6	-1.2	1203	0.7	-3.3	.	.

An excerpt from above in order of formula weight, low to high.
SMILES	human PMI inhibitors	PMI inhibitors	Autophagy HCS	Autophagy HCS cell loss 18 h	Yfh1-off respiration	Dynein cargo inh	Dynein cargo inh cytoplasmic EGFP	Dynein cargo inh nuclear GR-EGFP	Dynein cargo inh cell count	MT stabilizer	MT stabilizer Hoechst-high %	MT stabilizer cytotoxicity %	b-catenin transl	b-catenin transl cell count 5 µM	WT yeast gro inh	WT yeast gro inh mutant strain	Insulin prom up	Insulin prom up cell count
CCOC(=O)N1CCN(Cc2ccc(F)cc2F)CC1	-5.3%	-1.3%	i	-1.3	i	-0.85	-0.157	-1.11	-0.286	2.1	2.5	2.1	-0.9	1425	5.3	6.6	-0.95	1692
CC(NC(=O)c1ccc(F)cc1)C(c1cccs1)N1CCN(C)CC1 (stereo unspecified)	12.4%	10.3%	i	-4.2	i	-0.483	-0.189	0.0328	0.195	2.7	1.3	3.3	1.0	1080	-8.2	-9.3	.	.
COc1ccc(/C=C/C(=O)OCC(=O)Nc2ccc(Cl)c(S(=O)(=O)N(C)C)c2)cc1OC	10.9%	12.2%	i	-2.4	i	-1.07	-0.301	-0.948	1.47	2.3	2.9	13.8	-2.5	506	4.0	-18.2	0.52	1338

New compounds follow:
SMILES	human PMI inhibitors	PMI inhibitors	Autophagy HCS	Autophagy HCS cell loss 18 h	Yfh1-off respiration	Dynein cargo inh	Dynein cargo inh cytoplasmic EGFP	Dynein cargo inh nuclear GR-EGFP	Dynein cargo inh cell count	MT stabilizer	MT stabilizer Hoechst-high %	MT stabilizer cytotoxicity %	b-catenin transl	b-catenin transl cell count 5 µM	WT yeast gro inh	WT yeast gro inh mutant strain	Insulin prom up	Insulin prom up cell count
Oc1ccccc1N1CCN(c2nnnn2-c2ccccc2)CC1	.	.	.	.	i	-1.22	-0.24	-0.692	0.667	.	.	.	-0.2	1318	.	.	0.09	1108
Cc1ccc(S(=O)(=O)NNC(=O)CCC(=O)Nc2ccc(C)c(C)c2)cc1	-5.7%	1.3%	i	17.3	i	0.429	-0.221	0.0503	-0.474	2.9	2.0	7.7	.	.	-10.7	1.4	.	.
O=C(COC(=O)c1cccs1)Nc1ccccc1C(F)(F)F	-1.8%	2.1%	i	-2.3	i	0.47	-0.079	0.416	-0.726	2.3	1.5	1.7	-0.7	1583	-3.2	-12.0	1.56	1595
O=C(CSCCO)Nc1ccccc1	-6.8%	1.9%	i	-16.0	i	-0.764	-0.359	-0.236	0.715	1.7	1.1	5.0	-0.2	1048	-5.9	-4.0	0.64	1710
CC(C)N(C)S(=O)(=O)c1ccc(Cl)c(C(=O)O)c1	-7.9%	-16.9%	i	6.6	i	0.365	-0.331	0.485	0.664	4.8	1.8	3.5	0.2	1042	-3.6	5.3	-0.26	1319
CCOCCc1nnc(NC(=O)Cc2ccc(Br)cc2)s1	-4.7%	2.0%	i	8.0	i	2	-0.0339	0.971	-0.939	1.2	1.2	9.3	.	.	14.5	-1.1	.	.
CSc1ccc(C(=O)C2CCCN(C(=O)c3nn(C)c(=O)c4ccccc34)C2)cc1 (stereo unspecified)	-8.2%	-4.6%	i	-13.9	i	-0.268	-0.303	0.0343	0.856	2.6	1.3	4.9	-0.5	1532	-2.4	-3.5	-0.01	1515
COCCn1cnc2c1c(=O)n(CC(=O)OCC(=O)NCCCc1ccccc1)c(=O)n2Cc1ccccc1	5.7%	1.7%	i	1.5	i	-0.193	-0.235	0.23	0.197	2.1	2.0	8.4	.	.	-9.6	0.1	1.55	1291
O=C(NCCc1ccccc1)c1cccnc1N1CCCCCC1	7.2%	2.9%	i	16.2	i	3.23	-0.0684	1.7	-3.38	3.8	2.6	10.3	-4.2	868	4.4	4.3	0.07	1166
CCN(CC)c1nc2cc(C)ccc2cc1/C=C(\C#N)C(N)=O	23.0%	17.9%	i	-1.3	i	-0.423	-0.217	0.206	-0.764	4.2	2.7	7.9	5.1	1038	5.3	10.6	-0.24	1262
Cc1[nH]c(=O)[nH]c(=O)c1S(=O)(=O)NCC12CC3CC(CC(C3)C1)C2	-5.6%	-2.5%	i	-3.7	i	-1.08	-0.211	-0.224	0.57	6.3	2.3	6.2	.	.	17.7	26.2	-0.83	1200
Cc1ccc2[nH]c(O)c(N=O)c2c1	.	.	.	.	i	-0.131	-0.232	-0.0941	0.192	.	.	.	1.1	908	.	.	0.15	1428
